Screening data as filed in PubChem BioAssay.
Vif-APOBEC3G blk = Vif-A3G binding inhibition | Potency, µM (highest dose often 46.1 µM), inactives show at the top dose activity, negative = active, actives largely listed as inhibitors | Q9HC16 | hit rate 0.076% among 410,000 | AID 602310 | HeLa A3G-eYFP + Vif (tagged APOBEC3G with the HIV-1 protein that degrades it), YFP fluorescence, overnight;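 note: % is set by controls: 0 for no effect and ±100 for the full control effect; nearly all actives have a fitted effect of over 60% in size; hits raise eYFP signal because A3G escapes Vif-driven loss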
Target sequence (Q9HC16 whole entry, looked up): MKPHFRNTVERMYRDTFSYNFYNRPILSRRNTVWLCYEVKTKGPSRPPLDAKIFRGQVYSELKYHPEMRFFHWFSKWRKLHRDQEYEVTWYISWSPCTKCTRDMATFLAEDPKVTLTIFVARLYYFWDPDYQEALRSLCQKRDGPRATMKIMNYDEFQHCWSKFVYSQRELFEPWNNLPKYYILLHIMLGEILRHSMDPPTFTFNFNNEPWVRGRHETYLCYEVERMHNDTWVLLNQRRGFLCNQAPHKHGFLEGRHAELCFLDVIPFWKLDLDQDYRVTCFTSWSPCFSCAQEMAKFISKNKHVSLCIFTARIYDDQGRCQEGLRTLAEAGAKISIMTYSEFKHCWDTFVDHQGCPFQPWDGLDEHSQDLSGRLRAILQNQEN
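HeLa cells stably expressing Vif and C-terminally eYFP-tagged A3G, seeded overnight at 37 deg C, then exposed to compound by pintool overnight at 37 deg C. Rise in yellow fluorescence (Ex 488/Em 500-530, Acumen) marks blocked Vif-driven A3G degradation.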
Vif-A3F inh = Vif-A3F binding inhibition | hit rate 0.2% among 390,000 | HeLa A3F-eYFP + Vif (tagged APOBEC3F with the HIV-1 protein that degrades it), YFP fluorescence increase | Potency, µM (titrated, usually from 46.1 µM), for the others: at the highest dose activity, negative = active; note: % of control where 0% means no effect; nearly all actives have a fitted effect of over 65% in size
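HeLa cells stably expressing A3F-eYFP plus Vif, plated and incubated overnight at 37 deg C, then exposed to compounds overnight at 37 deg C. Blocked degradation read as raised yellow fluorescence (Ex 488/Em 500-530).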
IDH1 R132H inh = inhibitors of human mutant IDH1 R132H; IDH1-R132H enzyme, NADPH consumption, diaphorase/resazurin fluorescence; Potency, µM (highest dose often 76.6 µM), without a hit: at the top dose activity change, negative = inhibition, most hits filed as inhibitors; hit rate 0.093% among 390,000; AID 602179; note: % is set by controls: 0 for no effect and ±100 for the full control effect; nearly all actives have a fitted effect of over 65% in size
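IDH1-R132H (0.5 ug/mL dispensed) in pH 7.5 Tris buffer was preincubated 30 min with compound, then given a substrate mix of 0.016 mM NADPH and 2 mM alpha-KG for 80 min at room temperature; remaining NADPH was read by diaphorase/resazurin fluorescence.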
rTrxR1 inhibitor = rat TrxR1 inhibition. hit rate 1% among 390,000. AID 588453. recombinant rTrxR1, NADPH fluorescence consumption, selenite substrate. O89049. Potency, µM (top dose mostly 114 µM), without a hit: at the highest dose activity change, negative = inhibition, usual class: inhibitors; note: % is set by controls: 0 for no effect and ±100 for the full control effect; nearly all actives have a fitted effect of over 65% in size
Target sequence (O89049 whole entry, looked up): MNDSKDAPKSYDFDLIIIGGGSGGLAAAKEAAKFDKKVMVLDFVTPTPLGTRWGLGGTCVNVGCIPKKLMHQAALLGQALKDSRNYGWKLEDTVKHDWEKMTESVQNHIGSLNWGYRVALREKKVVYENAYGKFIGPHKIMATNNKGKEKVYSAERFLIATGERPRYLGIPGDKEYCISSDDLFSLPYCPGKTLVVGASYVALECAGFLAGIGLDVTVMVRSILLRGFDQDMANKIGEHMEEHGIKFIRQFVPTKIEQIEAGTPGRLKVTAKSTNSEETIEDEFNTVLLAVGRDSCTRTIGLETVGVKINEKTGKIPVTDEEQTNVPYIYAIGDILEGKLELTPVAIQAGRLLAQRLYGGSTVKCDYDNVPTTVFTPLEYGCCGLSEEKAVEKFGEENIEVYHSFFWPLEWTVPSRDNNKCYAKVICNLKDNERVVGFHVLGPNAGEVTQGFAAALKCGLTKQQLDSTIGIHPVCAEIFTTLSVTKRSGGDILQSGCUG
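Rat TrxR1 (90 nM in the dispensed reagent) was pre-reduced with 400 uM NADPH for 5 min at room temperature, then incubated with compound for 15 min. After 400 uM selenite was added, NADPH fluorescence (Ex 340/Em 450 nm) was followed for 8 min.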
USP1-UAF1 inh = USP1/UAF1 (human) deubiquitinase inhibition; O94782; recombinant USP1/UAF1, Ub-Rhodamine cleavage fluorescence; Potency, µM (doses to about 57.1 µM), for the others: top-dose activity change, negative = inhibition, usual class: inhibitors; hit rate 0.23% among 390,000; note: % is set by controls: 0 for no effect and ±100 for the full control effect; nearly all actives have a fitted effect of over 60% in size; inactives centre near -12
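Step one: compound is pinned into 1nM USP1/UAF1 in HEPES pH 7.8 buffer with TCEP. Step two: 15 min room-temperature incubation. Step three: Ub-Rho (150nM final) starts cleavage, tracked by fluorescence over six one-minute reads.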
ALOX12 inh = inhibitors of human 12S-lipoxygenase ALOX12; AID 1671190; Potency, µM (doses to about 108 µM), without a hit: at the highest dose activity change, negative = inhibition, most hits filed as inhibitors; hit rate 1.1% among 580,000; P18054; purified 12hLO, xylenol orange hydroperoxide absorbance; note: % is set by controls: 0 for no effect and ±100 for the full control effect
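Purified human 12hLO at 150 nM in 25 mM Hepes, 0.01% Triton X-100, pH 7.0, preincubated 15 min at room temperature with compound. Reaction started with 40 uM arachidonic acid, 30 min at room temperature. Hydroperoxide measured by Fe-xylenol orange, 573/405 nm absorbance ratio.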
TrxR1 substrate = substrates of rat thioredoxin reductase 1; purified TrxR1 substrate turnover, NADPH consumption readout; hit rate 0.01% among 390,000; Potency, µM (highest dose often 114 µM), inactives show at the top dose activity change, negative = substrate turnover; O89049; note: % is set by controls: 0 for no effect and ±100 for the full control effect; nearly all actives have a fitted effect of over 50% in size
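Rat TrxR1, dispensed at 90 nM, was prereduced with 400 uM NADPH (final) for 5 min at ~22 deg C, then incubated with compound 15 min before 400 uM selenite. A first-read NADPH fluorescence drop versus no-compound background flagged substrates.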
RGS4 inh = human RGS4 inhibition. hit rate 0.039% among 390,000. AID 504845. Transcreener GDP fluorescence polarization, RGS4-accelerated GTP hydrolysis. Potency, µM (doses to about 114 µM), without a hit: at the highest dose activity change, negative = inhibition, most hits filed as inhibitors. P49798; note: % is set by controls: 0 for no effect and ±100 for the full control effect; nearly all actives have a fitted effect of over 75% in size; some results filed as inactive show a strong effect at the top dose
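MLSMR compounds (23 nl, pin-transferred) preincubated 10 min at room temperature with a 500nM (2x) first reagent, then RGS4 at 900nM (2x) plus Transcreener GDP mix added; fluorescence polarization (620/688 nm) read before and after 90 min at 30 °C.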
RXFP1 ag = activates the human relaxin receptor RXFP1; Q9HBX9; Potency, µM (series often up to 57.5 µM), for inactives: at the highest dose activation, most hits filed as activators; AID 2676; hit rate 0.3% among 370,000; HEK293T-RXFP1 cAMP TR-FRET, 30 min; response scale: percent of porcine relaxin response, buffer zero; note: % is set by controls: 0 for no effect and ±100 for the full control effect; nearly all actives have a fitted effect of over 60% in size; many of its hits are not listed in these tables
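Agonist response is measured as cAMP accumulation in an RXFP1-transfected HEK293T line under PDE4 inhibition. Values are scaled between buffer-only and 29 nM porcine relaxin, and EC50s come from standard Hill equation fits.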
* = called active by the depositor; i = inactive; ? = inconclusive; · = no result given; & = joins results of further samples; [ ] = dose if it differs, or a comment. Calls come from the whole dose curve; as a rule, active = well fitted curve in the direction sought with a large enough effect; inconclusive = small, poorly fitted or top-dose-only effect, or another doubt; inactive = no such curve, though single readings can be large; an effect the other way counts as inactive or inconclusive. Potency is the fitted concentration of half-maximal effect. Not all compounds are listed (hit frequency here may not be typical).

no. | SMILES | Vif-APOBEC3G blk | Vif-A3F inh | IDH1 R132H inh | rTrxR1 inhibitor | USP1-UAF1 inh | ALOX12 inh | TrxR1 substrate | RGS4 inh | RXFP1 ag
1 | CC(=O)c1ccccc1NC(=O)CN1C(=O)CS/C1=C\c1nc(-c2ccc(C)cc2)cs1 | 1% | 9% | 3% | 20%[57.1 µM] | -8% | -4% | 3%[57.1 µM] | -5% | -0.5%
2 | COc1ccc(/C=N/NC(=O)c2cccc([N+](=O)[O-])c2)c2ccccc12 | 2% | 1% | -3% | 25% | -15% | 0% | -1% | 7% | -1.8%
3 | Cc1ccc(NC(=O)CN(C)C(=O)Cn2nnc(-c3ccccc3C)n2)cc1 | 0% | -2% | 1% | 0% | 2% | -9% | -4% | 15% | ·
4 | CCOC(=O)/C=C1/SCC(=O)N1CC(=O)Nc1ccccc1OC(F)F | 2% | ? | 3% | 29% | ? | 5% | 2% | -11% | ·
5 | CC(C)n1c(SC2CCOC2=O)nc2ccccc21 (configuration not stated) | -3% | -6% | -2% | -4% | -22% | 0% | -2% | -9% | 0.5%
6 | COc1cc(CC(NC(C)=O)C(=O)NC2CCN(C(=O)Nc3ccccc3C)CC2)cc(OC)c1 (configuration not stated) | 3% | -5% | 1% | 9% | -13% | -6% | 7% | -35% | 1.0%
7 | COc1cc(NC(=O)COn2nnc3ccc(S(C)(=O)=O)cc32)cc(OC)c1 | 0% | -9% | -3% | 12%[57.1 µM] | -17% | -3% | 8%[57.1 µM] | 17% | 0.1%
8 | CCOC(=O)N1CCN(CC(O)COc2ccc(C)c(C)c2)CC1 (configuration not stated) | 4% | 0% | 2% | 4% | -1% | ? | 0% | -1% | -1.7%
9 | Cc1ccccc1OCCNC(=O)CNC(=O)c1ccccc1O | 2% | -7% | 1% | 4% | -8% | ? | 30% | -28% | 0.9%
10 | Cc1c(C(=O)N2CCCC2)oc2c1-c1nn(CC(=O)NCc3ccccc3Br)cc1CC2 | 3% | 1% | -2% | -32% | ? | 0% | -3% | -11% | -1.1%
11 | Cc1ccn2c(=O)nc(SCC(=O)NCc3ccc4c(c3)OCO4)nc2c1 | 1% | ? | 6% | -4% | -13% | -27% | -5% | -14% | 4.1%
12 | Cc1cc(F)ccc1S(=O)(=O)N1CCCOC1CNC(=O)C(=O)NCC(C)C (configuration not stated) | 3% | -10% | 1% | 18% | -13% | i | 2% | 2% | -0.8%
13 | Nc1ccc(S(=O)(=O)Nc2nccc(/C=C/c3ccc(Br)s3)n2)cc1 | 0% | -6% | 1% | 21% | -11% | ? | 0%[57.1 µM] | ? | 5.5%
14 | CO/N=C/CC(=O)c1cnc(-c2ccc(Cl)cc2)s1 | 0% | ? | 0% | -23%[57.1 µM] | -5% | ? | -9%[57.1 µM] | 12% | 0.6%
15 | c1ccc2c3n(nc2c1)CCCO3 | -2% | -1% | -4% | 12% | -26% | -2% | 11% | 17% | -1.3%
16 | Cc1nc2ccc(C(=O)N3CCN(c4ccccc4)CC3)cc2s1 | 4% | -1% | 3% | 10% | -6% | 0% | -1% | -8% | 0.3%
17 | Cn1cc(C(=O)NC2CCCCC2)c(=O)c2cc(S(=O)(=O)N3CCCC3)ccc21 | 1% | -4% | 7% | 26% | -21% | -6% | 10% | 3% | 3.0%
18 | CCc1nnc(NC(=O)C2CCCN(c3nc(C)cc(C)n3)C2)s1 (configuration not stated) | 3% | -10% | 0% | 20% | 5% | 16% | 4% | -9% | -0.2%
19 | CC12CCC(=O)N1C(C(=O)Nc1ccccc1N1CCCC1)CS2 (configuration not stated) | 2% | 0% | -13% | 0%[57.1 µM] | -14% | -5% | -2%[57.1 µM] | 14% | ·
20 | CCOc1cc(/C=C2\C(=O)N(c3ccc(C(N)=O)cc3)N=C2C)ccc1OC(=O)c1cccs1 | -11% | -8% | 3% | ? | -20% | · | 5%[57.1 µM] | ? | -1.0%
21 | CC(Sc1nnc(C2CC2)n1C1CC1)C(=O)NCc1cccs1 (configuration not stated) | 1% | -24% | 2% | -4% | -8% | -6% | 2% | 16% | 2.3%
22 | Cc1ccc(-n2nnnc2SCC(=O)NC(=O)Nc2ccc3c(c2)OCCO3)cc1 | 4% | -10% | -2% | 25% | 0% | -1%[57.4 µM] | 8% | -9% | 0.5%
23 | COc1ccc(CNC(=O)C2CCN(c3nc(-c4ccccc4)nc4c3CCC4)CC2)cc1 | 1% | -7% | 1% | 15% | -24% | 12% | 2% | -26% | 1.8%
24 | CCOc1ccccc1NC(=O)C1C2C=CC(C2)C1C(=O)O (configuration not stated) | 0% | 2% | 1% | 20% | -15% | ? | 8% | -12% | -0.1%
25 | CCS(=O)(=O)N1CCC(C(=O)NCCc2ccc(OC)c(OC)c2)CC1 | 1% | -4% | -1% | 21% | -8% | 12% | 7% | -1% | -2.0%
26 | Cc1ccc(Nc2nnc(SCC(=O)c3ccc(Br)s3)s2)c(C)c1 | -1% | -5% | 5% | -13% | -23% | ? | -4% | -45% | -0.3%
27 | COc1ccc(C(=O)N(C)C(C)c2nccs2)cc1OC1CCN(C(C)=O)CC1 (configuration not stated) | 5% | -10% | -11% | · | -12% | 8% | · | · | ·
28 | Cc1ccc(S(=O)(=O)Nc2cccc3c2CCCC3)cc1 | -4% | 1% | 6% | -1% | -7% | -29% | -3% | -7% | -0.8%
29 | COc1ccccc1/C=N/NC(=O)c1sc(C)nc1C | -7% | -10% | -13% | -6%[57.1 µM] | -22% | 29% | -4%[57.1 µM] | 9% | -0.2%
30 | COc1ccc(-c2noc(C3CC(=O)N(c4ccccc4)C3)n2)c(OC)c1 (configuration not stated) | -2% | 2% | -6% | 24%[57.1 µM] | -20% | -25% | 9%[57.1 µM] | -7% | -1.0%
31 | CC(C)Sc1nc(N2CCCC2)c2c(c1C#N)CC(C)(C)OC2 | 2% | -2% | -2% | 2% | -7% | -13% | -3% | 8% | 1.0%
32 | N#Cc1nc(-c2cccs2)oc1N1CCN(c2ccccc2)CC1 | 0% | -14% | 14% | 179%[activator] | -16% | 21%&-1% | 151%[activator] | -2% | 9.0%
33 | Cc1ccc(S(=O)(=O)Nc2ccccc2N2CCOCC2)cc1 | ? | -7% | 18% | -1% | -19% | ? | -1% | -18% | -1.2%

Gathered by group, the compounds so far with a thiophene ring, fused or not.
no. | SMILES | Vif-APOBEC3G blk | Vif-A3F inh | IDH1 R132H inh | rTrxR1 inhibitor | USP1-UAF1 inh | ALOX12 inh | TrxR1 substrate | RGS4 inh | RXFP1 ag
13 | Nc1ccc(S(=O)(=O)Nc2nccc(/C=C/c3ccc(Br)s3)n2)cc1 | 0% | -6% | 1% | 21% | -11% | ? | 0%[57.1 µM] | ? | 5.5%
20 | CCOc1cc(/C=C2\C(=O)N(c3ccc(C(N)=O)cc3)N=C2C)ccc1OC(=O)c1cccs1 | -11% | -8% | 3% | ? | -20% | · | 5%[57.1 µM] | ? | -1.0%
21 | CC(Sc1nnc(C2CC2)n1C1CC1)C(=O)NCc1cccs1 (configuration not stated) | 1% | -24% | 2% | -4% | -8% | -6% | 2% | 16% | 2.3%
26 | Cc1ccc(Nc2nnc(SCC(=O)c3ccc(Br)s3)s2)c(C)c1 | -1% | -5% | 5% | -13% | -23% | ? | -4% | -45% | -0.3%
32 | N#Cc1nc(-c2cccs2)oc1N1CCN(c2ccccc2)CC1 | 0% | -14% | 14% | 179%[activator] | -16% | 21%&-1% | 151%[activator] | -2% | 9.0%
